High-throughput results from PubChem BioAssay.
CHO-K1 Ca antag = counter-screen for M1 antagonists: effect in parental CHO-K1 cells; inhibition, % at 3 µM; 360,000 tested, 0.6% active; ATP-induced calcium, Fluo-8 fluorescence; AID 602250;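 active = inhibition above a per-plate cutoff, the plate's mean sample inhibition plus 3 SD, cut at about 24% in these data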;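 also: 0% = DMSO plus EC80 ATP and 100% = DMSO alone without ATP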
TAAR1 agonist = human TAAR1 agonism; activation, % at 3 µM; CHO RD-HGA16 TAAR1, Fluo-8 calcium fluorescence; vehicle wells 0%, saturating PEA agonist 100%; Q96RJ0; 360,000 tested, 0.99% active;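 active = activation above the mean activation of all test compounds in the run plus 3 SD, cut at about 38% in these data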
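Test system: RD-HGA16 (CHO) cells co-expressing Gα16 and hTAAR1; dosing: one-point dosing at 3 µM (nominal); timing: 17-24 h seeding, 75 min 37 °C dye, 30 min RT; signal: kinetic Fluo-8 calcium fluorescence; read-out basis: % activation relative to PEA EC100 response; controls: DMSO and PEA EC100; replicates: n 1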
CHRM1 agonist = human M1 muscarinic receptor agonism | CHO-K1 hM1, Fluo-8 calcium fluorescence, agonist mode; 0% DMSO, 100% acetylcholine EC100 | activation, % at 3 µM | 360,000 tested, 0.33% active;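 active = activation above the run's mean compound activation plus 3 SD, cut at about 16% in these data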;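 also: peak over basal fluorescence ratio within a 140 s kinetic read after compound addition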
CHO parental Ca = counter-screen: ATP calcium response change in parental CHO cells; parental CHO-K1, ATP-induced calcium, Fluo-8 fluorescence; inhibition, % at 5.6 µM; 330,000 tested, 0.63% active;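 active = inhibition above that plate's mean sample inhibition plus 3 SD, cut at about 26% in these data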;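 also: 0% = ATP-challenged DMSO wells and 100% = DMSO wells without ATP; some compounds past the cut are filed as inactive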
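Measured by: calcium-sensitive Fluo-8 fluorescence / Test system: CHO parental line / Controls: ATP-challenged DMSO wells low, unchallenged DMSO wells high / Measure: % inhibition / Compound: single nominal dose of 5.6 µM per compound / Replicates: single well per compound, no replicates / Reagent: ATP as calcium-mobilizing challenge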
OXTR potentiate = human OXTR potentiation | P30559 | CHO-OTR cells, Fluo-8 calcium fluorescence, potentiator mode; 0% = oxytocin EC15, 100% = EC100 | activation, % at 3 µM | 320,000 tested, 0.061% active | AID 2445;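 active = activation above that plate's cutoff, the mean activation of tested compounds plus 3 SD, cut at about 6.6% in these data, passing the limit was not always enough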;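 also: 100% uses oxytocin at 75 nM as the full agonist control; some results filed as inactive read as strong as hits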
Target sequence (P30559 whole entry, looked up): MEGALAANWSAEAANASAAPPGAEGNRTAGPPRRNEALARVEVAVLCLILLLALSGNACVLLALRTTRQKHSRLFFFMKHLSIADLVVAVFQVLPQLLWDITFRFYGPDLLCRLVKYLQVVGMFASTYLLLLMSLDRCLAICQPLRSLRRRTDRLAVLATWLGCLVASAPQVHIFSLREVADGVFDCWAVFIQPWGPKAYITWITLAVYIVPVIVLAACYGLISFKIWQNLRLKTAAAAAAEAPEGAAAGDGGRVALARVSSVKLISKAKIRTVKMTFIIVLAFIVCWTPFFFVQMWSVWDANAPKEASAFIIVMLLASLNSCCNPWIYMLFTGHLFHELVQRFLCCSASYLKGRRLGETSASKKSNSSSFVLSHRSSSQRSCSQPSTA
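System: human OTR in CHO cells / Also added: sub-maximal oxytocin, roughly EC15 / Control set: EC15 oxytocin low, 75 nM oxytocin high / Schedule: 6 min compound pre-incubation at room temperature, 100 s kinetic read / Compound: single-point 3.0 µM / Replication: singlicate / Technique: Fluo-8 calcium dye fluorescence / Read-out basis: % activation of max/min ratio relative to oxytocin controls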
CHO-K1 Ca PAM = M1 PAM counterscreen hit in parental CHO-K1 cells; activation, % at 3 µM; 360,000 tested, 0.02% active; ATP EC20, Fluo-8 calcium fluorescence; 0% at ATP EC20, 100% at ATP max; AID 602247;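 active = activation above the run cutoff, the mean activation of all test compounds plus 3 SD, cut at about 40% in these data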;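 also: peak over basal fluorescence ratio in a 140 s read after ATP addition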
TAAR1 antag = antagonists of human TAAR1. CHO RD-HGA16 TAAR1, Fluo-8 calcium fluorescence, antagonist. Q96RJ0. 360,000 tested, 1.5% active. inhibition, % at 3 µM;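 active = inhibition above a per-plate cutoff, the mean inhibition of test compounds on that plate plus 3 SD, cut at about 49% in these data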;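 also: 0% = DMSO plus EC80 beta-PEA response and 100% = DMSO alone without agonist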
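Assay system: CHO-derived RD-HGA16 cells stably expressing human TAAR1 plus Gα16. Timing: 140 s kinetic read after compound, 140 s after agonist. Technique: kinetic Fluo-8 calcium fluorescence measurement. Measure: % inhibition of agonist calcium response.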
V1R ag counter = counter-screen for oxytocin receptor agonists: human V1a receptor agonists | P37288 | CHO-V1R cells, Fluo-8 calcium fluorescence, agonist mode; 0% DMSO, 100% 3 nM vasopressin | activation, % at 3 µM | 320,000 tested, 0.25% active;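 active = activation above the mean activation of all tested compounds plus 3 SD, per screening run, cut at about 20% in these data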;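 also: signal is peak over basal fluorescence ratio across a 100 second FLIPR read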
Target sequence (P37288 whole entry, looked up): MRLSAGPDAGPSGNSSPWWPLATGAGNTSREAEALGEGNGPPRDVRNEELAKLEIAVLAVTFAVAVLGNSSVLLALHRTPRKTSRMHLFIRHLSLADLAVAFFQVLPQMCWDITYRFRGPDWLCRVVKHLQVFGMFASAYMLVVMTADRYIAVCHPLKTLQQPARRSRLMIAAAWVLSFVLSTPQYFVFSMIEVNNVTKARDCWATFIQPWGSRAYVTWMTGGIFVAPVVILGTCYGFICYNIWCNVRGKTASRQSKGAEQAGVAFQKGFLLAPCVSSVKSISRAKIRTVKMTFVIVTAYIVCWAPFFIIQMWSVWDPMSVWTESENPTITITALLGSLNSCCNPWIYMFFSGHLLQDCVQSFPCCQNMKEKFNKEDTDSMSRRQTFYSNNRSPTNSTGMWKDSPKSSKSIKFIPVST
M1 ag parental = M1 agonist counterscreen hit in parental CHO-K1 cells. AID 602248. 360,000 tested, 0.48% active. activation, % at 3 µM. Fluo-8 calcium fluorescence; scaled to maximal ATP response, vehicle zero; in the data active = activation above about 15%;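 also: untransfected CHO-K1 host cells lacking M1 receptor as counterscreen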
* hit, by the source's call; / = no result given.

Structure	CHO-K1 Ca antag	CHO parental Ca	CHO-K1 Ca PAM	TAAR1 agonist	OXTR potentiate	M1 ag parental	TAAR1 antag	CHRM1 agonist	V1R ag counter
COCc1ccc(CN2CCCC(CO)(Cc3cccc(Cl)c3)C2)o1 (configuration not stated)	-6	-14	-2	1	-2	1.1	-30	-8	0.6
CC(C)NC(=O)/C(C#N)=C/c1cccc(NC(=O)c2ccccc2Cl)c1	16	5	11	20	-9	4.6	33	-6	1.1
O=C(O)c1ccc(Cl)c(S(=O)(=O)Nc2ccccc2C(=O)Nc2ccc(Cl)cc2)c1	-19	-9	18	-4	-1	0.3	-2	-4	-0.4
Cc1cc(-n2cccn2)ccc1CN1CCN(CC(C)C)C(CCO)C1 (configuration not stated)	-17	-11	16	1	-9	1.2	-15	-7	0.6
Cc1ccc(NC(=O)C2CCN(S(=O)(=O)c3ccc4c(c3)OCCO4)CC2)c(O)c1	-5	4	-1	2	-6	1.6	15	-1	0.6
O=C1NC(c2ccccc2)Oc2ccccc21 (configuration not stated)	-3	/	14	3	/	0.5	-5	1	/
CCc1cc2cc(C)cc(C)c2nc1SCC(=O)NNC(=O)c1ccco1	-7	-9	16	2	3	0.3	-2	-7	-0.5
CCC1=NC(c2ccccc2OC)N(O)C1(C)C (configuration not stated)	-20	-10	7	2	3	0.4	-2	-4	0.6
Cc1ccc2nc(Cl)c3nnnn3c2c1	-7	10	5	/	0	0.4	/	-3	-0.3
O=C(c1cnn2c(C(F)(F)F)cc(-c3ccco3)nc12)N1CCc2ccccc2C1	-4	-23	17	21	-5	1.6	8	-7	-1.2
CCNC(=S)NNC(=O)c1ccc2ncccc2c1	-8	-3	5	7	-1	0.3	-11	-1	0.1
Cc1ccc(CS(=O)(=O)c2ncn[nH]2)cc1	-13	1	13	13	-4	-0.1	13	-3	0.2
Nc1cccn2c(-c3ccc(Cl)cc3)cnc12	6	3	-7	0	-2	1.1	10	-5	-0.5
CCn1cc(C(=O)OCC(=O)NCc2ccc3c(c2)OCO3)c(=O)c2ccc(C)nc21	3	-20	6	-2	-18	-0.2	-19	-6	-1.6
O=C1NC(=Nc2ccccc2)/C(=C/c2ccco2)S1	-1	-12	15	5	-10	2.1	2	-3	2.6
CCOc1ccc(N2C(=O)C3C4C=CC([C@H]5CC45)[C@@H]3C2=O)cc1 (some centres not stated)	-18	-3	20	-1	-13	0.7	-21	-6	-0.5
Cc1cccc(OCc2nnc(SCC(=O)Nc3ccc(N4CCOCC4)cc3)o2)c1	-1	2	2	6	-10	1.7	-6	-3	7.0
CCOc1ccc(S(=O)(=O)N2CCOCC2)cc1NC(=O)CSCc1ccc(C)cc1	-6	-22	-9	2	-6	1.0	4	-7	0.3
CC(C)(C)OC(=O)NCCc1nnc(SCc2ccccc2Cl)o1	12	-16	0	2	1	0.3	1	-3	-0.5
COc1ccc(-n2c(-c3cc(-c4ccccc4)sc3N)n[nH]c2=S)cc1	-3	-3	9	9	-11	-0.7	-34	0	-0.7
COc1cc(C2C(C(=O)c3cccs3)=C(O)C(=O)N2c2cc(C)on2)ccc1O (configuration not stated)	-9	0	8	1	-1	0.2	-4	0	0.8
Cc1cc(C)n(-c2ccc(NC(=O)C3CCCCN3C(=O)c3ccc(C)s3)cc2)n1 (configuration not stated)	-7	-12	-16	2	-3	1.0	7	-1	4.0
O=C(NCCc1ccccc1)c1ccc(NS(=O)(=O)c2ccc3[nH]c(=O)[nH]c3c2)cc1	-5	12	7	13	-7	0.8	-24	-2	0.0
COc1ccc(NC(=O)CN2CCN(c3ccc(F)cc3)CC2)cc1	-6	-7	6	-1	-10	0.3	-17	-3	0.5
CNC(=O)C1CN(C(=O)c2cccc(S(=O)(=O)N3CCc4ccccc43)c2)c2ccccc2O1 (configuration not stated)	-9	/	7	13	/	4.6	15	-2	/
O=C(c1ccc(S(=O)(=O)N2CCC(c3nc4ccccc4s3)CC2)cc1)N1CCOCC1	-11	-10	32	16	5	0.6	0	-6	0.2
CCCCNC(=O)/C(=C/c1ccco1)NC(=O)c1ccco1	-6	-8	5	2	3	1.0	-11	-2	-0.8
COc1cccc(C(O)c2cnc(C(C)C)n2C)c1 (configuration not stated)	-1	-5	3	7	0	5.6	-12	-2	1.1
COc1ccc(NC(=O)C2(C)CCN2C2Cc3ccccc3C2)cc1OC (configuration not stated)	7	/	-11	-2	/	0.6	-15	-6	/
CN1CCN(CC#CC2(O)CCCCC2)CC1	-22	-12	5	4	2	0.3	4	-8	-0.8
O=C(CC(=O)c1ccccc1)Nc1ccc(Cl)cc1	5	14	11	19	-10	3.9	-6	-3	4.8
Cc1oc2cc(O)ccc2c(=O)c1Oc1ccccc1Br	1	-3	4	-2	-2	0.0	-34	-6	-0.1
Cc1ccc(S(=O)(=O)Nc2ccc3c(c2)nc(CCN2CCCC2)n3C)cc1	-10	-20	11	20	-7	4.1	11	1	10
Cc1ccc(/C=N/n2c(C)nnc2C)s1	-2	-6	-1	0	-3	0.2	-3	1	0.0
Cc1cc(C(=O)N2CCN(c3ccccc3Cl)CC2)c(C)o1	-20	-15	15	4	-7	1.1	-2	-1	0.1
Cc1cccc(-n2ccnc2CN2CCC(CO)(Cc3ccccc3)CC2)c1	-13	-13	7	9	-2	0.3	-27	-4	0.7
COC(=O)[C@]12CCCCC=C1N(Cc1cccc3ccccc13)C(=O)[C@H](CC(=O)NCC13CC4CC(CC(C4)C1)C3)C2	-4	/	-10	3	/	0.7	-39	/	/
Cc1cccc(N2CCN(c3nnc(C(F)(F)F)s3)CC2)c1	-14	-8	36	3	-1	3.2	7	-4	-1.6
O=C(Cn1cnc([N+](=O)[O-])n1)N/N=C/c1ccc(O)cc1O	1	-13	19	9	-9	0.8	3	-9	0.9
Cc1nc2ccccc2c2c1C(=O)N(c1cccc(C(=O)O)c1)C2=O	-7	-8	4	8	-4	0.1	0	0	-0.5
CCOC(=O)N1CCC(N2Cc3cccc(C(=O)NC(C)c4ccc5c(c4)OCCO5)c3C2=O)CC1 (configuration not stated)	42*	-16	-7	1	-3	-0.7	-32	-11	-1.3
O=C(O)c1ccc(Cl)c(S(=O)(=O)NCc2cccnc2)c1	-13	-1	9	1	-7	0.8	-16	0	0.9
CC1Cn2c(Cc3ccccc3)nnc2S1 (configuration not stated)	-9	/	18	1	/	0.8	-19	-5	/
CC(/C=C/c1ccco1)=N\NC(=O)COc1ccc(C)c(C)c1	-21	-15	23	-1	-4	0.5	-5	-5	0.2
O=C(OCc1cnc(Cl)s1)c1cccc(Cl)c1	-5	-10	5	0	-5	-0.5	6	-2	-0.9
CN(C)c1ccc(NC(=O)CSc2n[nH]c(-c3ccco3)n2)cc1	-6	-9	-9	3	-5	3.0	-17	-3	-0.2
CCc1nc2ccc(C(=O)Nc3cc(-c4ccccc4)ccc3OC)cn2c1N(C=O)CCC(C)C	-9	/	13	3	/	0.5	-16	1	/
FC(F)(F)c1nc2cc3nc4ccccc4[nH]c3cc2n1	1	-8	-8	3	-3	2.8	-2	0	1.7
O=C(CN1C(=O)NC2(CCCCCCC2)C1=O)N1CCc2ccccc2C1	-17	-7	19	6	-4	1.4	3	-3	1.4
COC(=O)C1=C(C(=O)OC)[C@@H]2Nc3ccccc3[C@@]23C[C@@H](C(=O)OC)N=C3N1	8	-10	15	2	-1	-0.4	0	2	0.7
CCCn1nc2cc(C(=O)NCc3ccc(C)cc3)ccc2c1OCC	-11	-19	-2	0	4	-1.1	-3	-5	0.8
COc1ccc2nc(N3CCCCC3)c(/C=C3\SC(=S)NC3=O)cc2c1	-8	1	-12	6	5	0.6	46	-2	1.1
COc1ccccc1CCNC(=O)CSc1nc(=O)[nH]c2c1CCC2	-5	-5	9	3	-4	1.1	-2	-1	1.3
O=C(C1CC1)N1CCC(c2nc(-c3ccc(S(=O)(=O)N4CCCC4)cc3)no2)CC1	-6	-17	4	4	-4	1.3	4	-8	1.6
COc1ccc(C=O)c(OC)c1	2	-8	9	0	-1	-0.1	-20	-3	-0.3
COc1cc(/C=C(\C(=O)O)c2ccc(S(=O)(=O)N3CCCC3)s2)cc(OC)c1	-1	/	4	1	/	0.7	3	-1	/
Cc1ccc(NC(=O)CC2SC3=NCCN3C2=O)cc1 (configuration not stated)	-2	33*	1	2	0	-0.6	8	-5	-1.0
CC1(C)NC(=O)N(CCC(=O)Nc2cc(C(F)(F)F)ccc2Cl)C1=O	2	0	3	6	-7	0.0	-5	4	1.9
Cc1cc(=O)oc2cc(OC(C)C(=O)NC3CCCC3)ccc12 (configuration not stated)	-10	-7	1	0	-7	-0.3	-16	-2	-0.2
O=C1CCCC2=C1C(c1ccc(Cl)cc1)n1c(s/c(=C\c3ccc4ccncc4c3)c1=O)=N2 (configuration not stated)	4	-16	5	1	-6	-0.2	-14	-7	-0.3

Limited to M1 ag parental, for 2 of the compounds above:
molecule	M1 ag parental
CCOC(=O)N1CCC(N2Cc3cccc(C(=O)NC(C)c4ccc5c(c4)OCCO5)c3C2=O)CC1 (configuration not stated)	-0.7
O=C(O)c1ccc(Cl)c(S(=O)(=O)NCc2cccnc2)c1	0.8

(cont.)
Structure	CHO-K1 Ca antag	CHO parental Ca	CHO-K1 Ca PAM	TAAR1 agonist	OXTR potentiate	M1 ag parental	TAAR1 antag	CHRM1 agonist	V1R ag counter
CC(C)(C)c1ccc(/C=C2\Oc3cc(O)ccc3C2=O)cc1	1	10	-7	3	0	5.7	13	0	1.6
Cc1ccccc1OCc1nc(-c2ccc(-n3cccc3)cc2)no1	-7	-8	14	2	-4	0.3	-15	-2	1.3
CC(C)OC(=O)CN1CCN(C2c3ccccc3-c3ccccc32)CC1	-5	-13	8	11	-2	0.1	-29	-6	0.9
COc1ccc(OC(=O)NCCc2ccccc2)cc1	-5	-9	12	57*	-6	0.6	-23	-4	0.1
CS(=O)(=O)c1ccc(C(=O)NC2CCOC2=O)cc1 (configuration not stated)	4	-3	8	4	-3	0.2	3	-3	-0.2
CN(Cc1c(C(=O)N/N=C/c2cccc(O)c2)nnn1-c1nonc1N)C1CCCCC1	1	-24	20	4	-4	0.5	17	-1	3.6
N#CCCN(Cc1cccnc1)C(=S)NCc1ccco1	-13	-3	8	6	-11	0.5	-2	-4	0.5
